RAM inhibit: yeast RAM network inhibition; 1.8% of 190,000 active; AID 868; inhibition, % at 50 µM; S. cerevisiae dse1pr::URA3 reporter, 5-FOA growth OD615, 2 d; analog-sensitive cbk1-as2 kinase mutant strain;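 active = inhibition above a set limit, 3 SD over mean compound inhibition, cut at about 8.4% in these data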;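 note: 0% = DMSO-only wells with no growth and 100% = 10 µM 1-NA-PP1 full growth; inhibition rescues growth on 5-FOA so higher OD means more RAM inhibition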
PPARg SRC-1 ag: agonists of human PPARgamma SRC-1 coactivator recruitment | 0.41% of 200,000 active | activation, % at 8 µM | AID 631 | PPARgamma-SRC-1 coactivator recruitment biochemical assay | P37231; in the data active = activation above about 19%;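 note: 0% = DMSO and 100% = reference agonist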
Target sequence (P37231 whole entry, looked up): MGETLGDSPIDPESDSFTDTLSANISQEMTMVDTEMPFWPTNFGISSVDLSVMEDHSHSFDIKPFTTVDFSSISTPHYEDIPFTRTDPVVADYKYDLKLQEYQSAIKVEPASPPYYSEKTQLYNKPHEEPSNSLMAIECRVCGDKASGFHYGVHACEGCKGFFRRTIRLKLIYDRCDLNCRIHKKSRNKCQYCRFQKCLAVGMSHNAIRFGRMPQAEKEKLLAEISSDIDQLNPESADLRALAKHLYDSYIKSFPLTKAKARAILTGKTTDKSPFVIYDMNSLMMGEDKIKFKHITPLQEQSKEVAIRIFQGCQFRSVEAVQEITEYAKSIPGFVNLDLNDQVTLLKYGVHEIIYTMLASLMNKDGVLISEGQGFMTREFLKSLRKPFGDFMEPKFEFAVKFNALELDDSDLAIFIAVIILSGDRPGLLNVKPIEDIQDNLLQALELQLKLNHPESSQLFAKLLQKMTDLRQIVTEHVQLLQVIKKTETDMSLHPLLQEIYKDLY
ROMK primary: modulates human ROMK potassium channel activity; B-score at 10 µM; Tet-inducible ROMK, thallium flux fluorescence; actives lie on both sides; 2% of 130,000 active;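 active = signal ratio slope over the read window, or its plate-corrected B-score, at least 3 SD from the plate mean, either direction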;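 note: B-score of the F/F0 ratio slope over 7 to 12 s after thallium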
HMGR II inh: E. faecalis class II HMG-CoA reductase inhibition; purified E. faecalis HMGR, NADPH absorbance 340 nm kinetic; 0.41% of 190,000 active; inhibition, % at 10 µM; AID 1066;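 active = inhibition above a set limit, the median over all tested compounds plus 3 SD, cut at about 9.5% in these data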;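 note: enzyme runs in reverse so mevalonate oxidation gives rising NADPH absorbance; 0% = complete reaction with DMSO and 100% = background rate lacking mevalonate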
bIAP inhibitor: intestinal alkaline phosphatase (bovine) inhibition; purified bovine IAP, CDP-star luminescence, 30 min; inhibition, % at 20 µM; 190,000 tested, under 10 active; AID 1019;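 active = over 50% inhibition of intestinal alkaline phosphatase at 20 µM in the single-dose screen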
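Assay system: bovine IAP enzyme; medium: DEA buffer 100 mM, pH 9.8, with MgCl2 1.0 mM, ZnCl2 0.02 mM; doses: 20 µM single dose; incubation: enzyme reaction for 30 min at room temperature; detection: CDP-star luminescence signal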
S1P3 antagonist: blocks the human S1P3 receptor; Q99500; CHO S1P3 NFAT-BLA reporter, FRET fluorescence, antagonist mode; inhibition, % at 4.98 µM; 0.27% of 170,000 active; AID 485;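 active = inhibition above the plate cutoff, the mean inhibition of test wells on that plate plus 3 SD, cut at about 28% in these data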;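 note: cells challenged with S1P at its EC80 of 0.8 µM; blue over green emission ratio from cleaved BLA substrate after 4 h stimulation; 0% = S1P-stimulated wells and 100% = unstimulated DMSO-only wells; some compounds past the cut are filed as inactive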
Target sequence (Q99500 whole entry, looked up): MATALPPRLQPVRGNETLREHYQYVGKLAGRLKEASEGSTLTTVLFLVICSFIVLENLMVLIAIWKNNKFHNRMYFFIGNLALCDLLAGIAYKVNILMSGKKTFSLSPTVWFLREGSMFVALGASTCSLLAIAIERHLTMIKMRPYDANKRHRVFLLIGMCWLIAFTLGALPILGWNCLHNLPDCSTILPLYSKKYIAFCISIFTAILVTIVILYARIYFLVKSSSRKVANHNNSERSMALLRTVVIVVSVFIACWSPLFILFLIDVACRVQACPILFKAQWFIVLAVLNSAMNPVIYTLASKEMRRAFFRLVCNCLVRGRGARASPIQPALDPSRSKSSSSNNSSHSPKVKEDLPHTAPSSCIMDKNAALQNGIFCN
Redox H2O2 prof: compounds producing H2O2 with reducing agent – biochemical, NIH compound library profiling, artefact control for MLSCN library redox annotation, primary screen; activation, % at 10 µM; 0.03% of 200,000 active; DTT-dependent redox cycling H2O2, phenol red/HRP absorbance; 100% = 100 µM peroxide control, 0% = buffer; AID 878;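 active = activation of at least 50% relative to the plate's high and low controls in the primary single-dose screen; inactive = activation below 50%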;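 note: compound incubated with DTT at 0.8 mM final as the reducing agent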
PPARg SRC2 recr: agonists of SRC-2 recruitment by human PPARgamma | activation, % at 8 µM | P37231 | 0.34% of 200,000 active | AID 1032 | PPARgamma LBD-SRC-2 recruitment, biochemical; in the data active = activation above about 22%;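 note: 0% = vehicle and 100% = reference agonist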
PPARg SRC3 recr: agonists of human PPARgamma SRC-3 coactivator recruitment | 0.26% of 200,000 active | AID 731 | P37231 | activation, % at 8 µM | biochemical PPARgamma/SRC-3 coactivator recruitment assay; in the data active = activation above about 23%;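 note: 0% = DMSO and 100% = reference agonist; some compounds past the cut are filed as inactive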
TR-FRET SRC-2 ct: counter-screen for PPARgamma SRC-2 recruitment agonists: TR-FRET artefact. hits give high values. TR-FRET ratio at 8 µM. 0.4% of 200,000 active. AID 1049; in the data active = TR-FRET ratio above about 2000; note: inactives centre near 1500; reference of the scale not given here
L major viab: inhibitors of Leishmania major promastigote growth | Leishmania major promastigotes, resazurin fluorescence viability | inhibition, % at 10 µM | 9% of 200,000 active | AID 1063; in the data active = inhibition above about 50%;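 note: promastigotes grown with compound for 44 hours at 28 °C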
* hit, by the source's call; · = no result given. This is a random part of the collection; overall some 13% were active at least once.

SMILES	RAM inhibit	PPARg SRC-1 ag	ROMK primary	HMGR II inh	bIAP inhibitor	S1P3 antagonist	Redox H2O2 prof	PPARg SRC2 recr	PPARg SRC3 recr	TR-FRET SRC-2 ct	L major viab
CCc1n[nH]c(=O)n1Cn1c(CC)n[nH]c1=O	2.6	0	0.24	-1	2	·	0.1	-4	-2	1620	1
Nc1cccc2c1C(=O)N(C(=O)c1ccc(S(=O)(=O)N3CCCCCC3)cc1)C2=O	0.4	1	-1.1	4	10	·	0.1	10	1	1542	0
Cc1ccc(NC(=O)C2CCN(C(=O)c3ccccc3C)CC2)cc1	-0.7	3	-0.87	2	2	-7	0.0	2	2	1495	-3
C=CCOn1c(=O)c(-c2ccccc2)[n+]([O-])c2ccccc21	0.8	7	-0.28	-7	10	10	-1.9	6	1	1648	-2
Cc1ccc(-c2nn3c(C)nnc3s2)cc1NC(=O)c1ccco1	1.6	6	·	0	3	-16	0.2	5	5	1735	-7
Cc1cc(C)c(NC(=O)c2c[nH]c(=S)n2-c2ccc(F)cc2)c(C)c1	1.0	9	0.71	-4	-26	-22	-0.3	0	0	1455	-3
CCn1cc(C(=O)N2CCN(c3ccccc3F)CC2)c(=O)c2ccc(C)nc21	1.6	-3	·	-1	-3	-7	-0.1	8	5	1634	-7
Cc1ccc(-n2c(Cc3ccccc3)n[nH]c2=S)cc1	0.4	5	·	0	-10	·	1.6	7	8	1476	-5
CCOc1nc(NCCc2ccc(OC)c(OC)c2)nc(N2CCN(c3ccc(OC)cc3)CC2)n1	5.1	5	-0.13	-5	4	·	4.3	5	2	1621	-6
Cc1ccc(-c2c3c(=O)n(C)c(=O)n(C)c3cn2Cc2ccccn2)cc1	-1.1	2	·	-2	7	-3	0.9	3	3	1660	11
COc1ccc(NC(=O)c2ccc(S(=O)(=O)C(F)F)cc2)c(OC)c1	3.0	11	-0.13	3	-2	-11	-1.5	2	2	1601	0
CCN(c1ccccc1)S(=O)(=O)c1ccc(NC(=S)NC(=O)c2cccs2)cc1	1.1	7	·	0	25	·	1.6	5	-7	1523	85*
C=CCNC(=O)c1cc(-c2ccccc2O)on1	4.1	-3	·	-7	4	-2	-0.2	16	7	1513	-8
Cc1cccc(N(CC(N)=O)S(C)(=O)=O)c1C	1.6	0	·	3	1	-9	2.3	2	10	1570	-5
c1cc(CNc2ccc3c(c2)OCCO3)ccn1	1.9	5	·	0	7	-6	3.6	3	6	1541	-4
CS(=O)(=O)N1CCN(c2ccccc2NC(=O)c2ccc3ccccc3c2)CC1	1.9	-4	0.87	-1	19	·	0.6	1	5	1457	0
O=C(NCc1ccccn1)C1CCN(Cc2cnn(-c3ccccc3)c2-n2cccc2)CC1	-0.2	8	-0.23	1	27	·	-0.1	5	7	1373	9
CC1CCc2c(sc(NC(=O)CN3CCN(C(=O)c4ccco4)CC3)c2C#N)C1 (stereo not drawn)	0.5	2	-1.3	5	-4	·	3.3	-5	-10	1424	28
Cc1ccc(C)c(S(=O)(=O)NC(C)C(=O)Nc2ccc(-c3nc4ccccc4s3)cc2)c1 (stereo not drawn)	2.4	2	-0.068	-3	3	·	-7.8	4	1	1674	-6
O=C(c1ccco1)N1CCN(c2cc(C(F)(F)F)nc3ncnn23)CC1	0.5	-4	·	-12	3	-24	1.8	-7	-10	1461	-6
COc1ccc(-c2cc(=O)oc3cc(OC(C)C(=O)O)ccc23)cc1 (stereo not drawn)	5.9	-4	·	0	0	·	-4.4	7	6	1613	-6
O=C(O)C(O)Cc1c[nH]c2ccccc12 (stereo not drawn)	-0.4	-12	1.3	-8	4	-6	-0.5	6	0	1510	-2
CCCc1nnc(NC(=O)CCCC(=O)O)s1	3.1	3	·	-1	7	-19	1.1	4	-6	1477	-1
COC(=O)/C=C1\N/C(=N\c2nc(C)cc(C)n2)N(c2ccc(C)cc2)C1=O	0.1	-5	0.35	-3	-2	10	-0.4	7	0	1582	4
CCN(CC)c1ccc(C(=O)OCC(=O)NCC2CCCO2)cc1 (stereo not drawn)	0.4	6	0.0029	-3	9	·	0.6	1	-1	1514	-21
Cc1ccnc(SCCn2c(N3CCN(Cc4ccccc4)CC3)nc3c2c(=O)[nH]c(=O)n3C)n1	1.9	5	·	-3	-13	-9	-0.7	11	11	1707	-4
CC1CN(C(=O)Nc2ccccc2)c2ccccc2-[n+]2ccsc21 (stereo not drawn)	-0.4	6	1	-4	15	-7	-0.1	3	4	1713	-7
COc1ccc(N2C(=O)CC(N3CCCC4CCCCC43)C2=O)cc1 (stereo not drawn)	0.9	4	·	4	0	10	3.4	4	13	1603	3
COc1cccc(-c2nc(CS(=O)(=O)CC(=O)NCCCN3CCc4ccccc4C3)c(C)o2)c1	1.8	5	·	-5	-3	14	2.1	6	0	1625	17
Cc1cc(C)c2c(NC(=S)NC(=O)c3ccccc3)nn(C)c2n1	-0.1	5	-0.81	0	18	-3	-2.6	6	-1	1654	-9

Pulled one by one from the list above:
SMILES	RAM inhibit	PPARg SRC-1 ag	ROMK primary	HMGR II inh	bIAP inhibitor	S1P3 antagonist	Redox H2O2 prof	PPARg SRC2 recr	PPARg SRC3 recr	TR-FRET SRC-2 ct	L major viab
CCN(CC)c1ccc(C(=O)OCC(=O)NCC2CCCO2)cc1 (stereo not drawn)	0.4	6	0.0029	-3	9	·	0.6	1	-1	1514	-21
CCCc1nnc(NC(=O)CCCC(=O)O)s1	3.1	3	·	-1	7	-19	1.1	4	-6	1477	-1
COc1cccc(-c2nc(CS(=O)(=O)CC(=O)NCCCN3CCc4ccccc4C3)c(C)o2)c1	1.8	5	·	-5	-3	14	2.1	6	0	1625	17

Next section:
SMILES	RAM inhibit	PPARg SRC-1 ag	ROMK primary	HMGR II inh	bIAP inhibitor	S1P3 antagonist	Redox H2O2 prof	PPARg SRC2 recr	PPARg SRC3 recr	TR-FRET SRC-2 ct	L major viab
O=C(Nc1ncccc1Cl)c1ccc2c(c1)OCCO2	1.1	4	0.78	-2	-6	1	0.0	8	2	1586	-12
COc1ccccc1/C=N/NC(=O)c1csc(C)c1C	4.6	-1	0.081	-1	7	-5	-0.3	5	1	1610	-6
c1ccc(C2=Nn3c(nnc3-c3ccncc3)SC2)cc1	0.0	1	·	-4	18	2	0.8	-3	-5	1537	9
O=C(CCn1nnc2ccccc2c1=O)N[C@@H](Cc1ccccc1)C(=O)O	0.8	12	0.43	-1	4	-8	-0.7	9	6	1513	13
C=CCn1c(C)cc(C(=O)COC(=O)C2CC(=O)N(Cc3ccccc3)C2)c1C (stereo not drawn)	1.3	6	0.18	-3	4	-21	-3.3	3	4	1723	6
COc1ccc(C2/C(=C(/O)c3ccc(C)cc3)C(=O)C(=O)N2CC2CCCO2)cc1OC (stereo not drawn)	1.2	-4	1.1	-2	-16	-4	1.7	-2	1	1546	-4
Cc1ccc2c(c1)NC(=O)C(CC(=O)NCCCN1CCCC1=O)O2 (stereo not drawn)	0.6	3	·	-1	4	-20	-1.3	10	5	1647	-1
COc1ccc(/C=C/C(=O)c2ccc[nH]2)c(OC)c1OC	-0.9	6	·	-2	2	·	1.3	5	4	1506	0
COCc1nc(-c2ccc(-c3ccccc3)nc2OC)no1	-0.8	-4	·	-1	8	·	3.2	6	-5	1349	3
CCOC(=O)/C(C#N)=C/c1c(Oc2cccc(C)c2)nc2c(C)cccn2c1=O	2.2	5	2.3	-8	-3	-17	0.7	4	6	1440	1
Cc1cc(=O)n(CC(C)O)c(O)c1C#N (stereo not drawn)	2.5	3	0.4	-2	-12	5	-1.7	9	10	1606	-3
Cn1c(CSc2ncccn2)nnc1SCC(=O)N1CCCCCC1	2.7	6	-0.007	2	8	-30	0.0	2	-2	1512	3
O=C(COC(=O)c1ccc(Cl)nc1)c1ccc2c(c1)OCCO2	-0.8	6	-2.2*	-4	-6	-4	0.3	7	0	1679	-4
CC(=O)N1CCc2cc(N=NC3=C(O)CCCC3=O)ccc21	4.4	-1	-0.99	-5	31	-8	7.4	1	-5	1433	-3
Cc1ccc(/C=C/C(=O)Nc2cc(S(=O)(=O)N3CCCCCC3)ccc2OCC(F)(F)F)o1	6.2	10	-0.012	-1	-2	-3	0.2	1	-1	1612	15
CC1=CC(C)(C)N2C(=O)C3(SCC(=O)N3c3ccc(F)cc3)c3cc(C)cc1c32 (stereo not drawn)	4.1	4	-1.1	-2	1	·	0.3	6	8	1471	92*
O=C(NCc1ccccc1)c1ccc(Br)cc1Br	0.5	-1	·	0	5	-6	1.0	5	3	1493	-6
CC(NC(=S)Nc1ccc(OC(F)F)cc1)c1ccc(F)cc1 (stereo not drawn)	-1.3	-7	-0.81	-12	22	0	-0.9	-1	-6	1245	37
Clc1ccc(Cn2cc(/C=N/n3cnnc3)c3ccccc32)cc1	-0.5	-3	0.31	1	27	·	-1.6	5	-2	1572	34
Cc1nnc(SCC(=O)Nc2sc3c(c2C#N)CCCC3)[nH]c1=O	1.7	7	0.029	-1	2	9	0.9	0	-6	1569	-14
CN(C)Cc1ccccc1Sc1ccc(O)cc1O	-0.3	4	·	-2	12	8	-0.3	-3	6	1543	6
S=C1NC2=C(CCC/C2=C\c2ccccc2)C(c2ccccc2)N1 (stereo not drawn)	1.4	1	·	-1	3	7	-0.3	3	7	1472	12
Cc1ccc(C)c(C(C)NC(=O)CC#N)c1 (stereo not drawn)	-0.1	-4	0.13	-11	-9	-16	-1.4	-4	1	1532	2
CCCc1cc2c(=O)c(-c3nc4ccccc4s3)c(COCC(=O)O)oc2cc1O	2.0	5	·	1	-4	-13	-1.0	3	1	1485	-6
O=C(NNc1nc(=O)c2cccnc2s1)c1ccccc1O	3.2	6	0.13	0	8	-15	-0.3	10	-2	1617	41
Cc1cc(N2CCN(S(=O)(=O)c3ccc(Cl)cc3)CC2)c2ccccc2n1	0.2	-1	2.7	-9	2	·	-0.1	1	5	1671	33
O=C1Nc2ccccc2N=C(c2ccccc2)C1Br (stereo not drawn)	1.0	-4	-0.41	-5	-2	-5	-0.1	6	1	1679	-5
CCc1nc(SCC(=O)NCc2ccccc2)c2c(=O)n(C)c(=O)n(C)c2n1	4.8	0	·	-10	8	·	-1.0	-15	6	1236	-7
COc1ccc(-c2c3c(nc4sc(C(=O)Nc5ccccc5)c(N)c24)CCC3)cc1	·	14	0.097	·	·	·	-0.2	26*	27*	1922	-2
CC(=O)c1cnc2scnn2c1=O	2.4	-2	-0.075	-3	-2	-6	-0.2	-3	10	1379	-2
COc1ccc(-c2[nH]ncc2[C@@H]2C[C@H]3CN(Cc4ccccc4C)C(=O)[C@]34CCCN24)cc1	0.9	6	-0.026	-5	-23	-21	-0.2	8	1	1627	21
COCCNC(=O)C(c1cccs1)N(C(=O)Cn1nnc2ccccc21)c1cccc(C(C)=O)c1 (stereo not drawn)	0.6	-1	·	-2	2	-12	2.2	-3	-1	1572	11
O=C(CSc1nncs1)NC(=O)NCc1ccco1	0.3	6	-0.45	-4	-1	-12	0.2	0	-1	1413	10

Source: PubChem (several laboratories)
